# XIAP displacement: small molecules displacing peptide from XIAP – biochemical, IAP family, fluorescence polarization (AID 1018); XIAP BIR domain, fluorescence polarization peptide displacement; higher % means a stronger effect; actives 0.007% (n = 200,000); one-dose displacement, % at 20 µM; IC50 in µM for titrated hits; in the data active means displacement above about 50%; further: a part of the inactive calls stands beside numbers as strong as those of hits
# TNAP activators: human TNAP enzyme activators, primary screen, biochemical, luminescent, no phosphate acceptor, uHTS (AID 1001); purified TNAP, luminescent activation assay, no phosphate acceptor; higher activation fold means a stronger effect; activation fold at 20 µM; hits with a dose series show EC50 in µM; actives 0.03% (n = 200,000); in the data active means activation fold from about 3, or a potency from the dose series; inactive means the rest, 99 in 100 with activation fold below about 1.6; further: many of its hits are not listed in these tables
# PMI inhibitors: inhibitors of human PMI, primary screen, biochemical, fluorescence intensity, coupled assay (AID 1209); purified PMI enzyme, coupled fluorescence intensity; higher % means a stronger effect; inhibition, % at 20 µM, or IC50 in µM where a hit was titrated; actives 0.42% (n = 190,000);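 further: plate controls were DMSO vehicle for no effect and wells lacking substrate for full effect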
# HEK293 NOD2/NF-kB: NOD2 signaling inhibitors, cell-based, luminescence, uHTS, HEK293 (AID 1566). HEK293 NOD2/NF-kB luciferase reporter, luminescence; higher % means a stronger effect. inhibition, % at 4 µM, or EC50 in µM where a hit was titrated. actives 0.63% (n = 290,000); further: many of its hits are not listed in these tables
# NOD1 NF-kB reporter: inhibition of NOD1-driven NF-kB reporter – cell-based, luminescence, uHTS, primary screen (AID 1578). NOD1-driven NF-kB luciferase reporter cells, luminescence; higher % means a stronger effect. one-dose inhibition, % at 4 µM; EC50 in µM for titrated hits. actives 1% (n = 290,000); in the data active means inhibition mostly above about 36%, no sharp cut-off; inactive means mostly below about 34%;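 further: HEK-293T reporter cells stimulated with the NOD1 agonist gamma-tri-DAP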
# LYP inhibition: PTPN22 lymphoid phosphatase activity blockers – biochemical, fluorescence intensity, uHTS (AID 1779); recombinant LYP phosphatase, fluorescence intensity; higher % means a stronger effect; inhibition, % at 11.5 µM; hits with a dose series show IC50 in µM; actives 0.054% (n = 290,000);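 further: plate controls were vehicle with enzyme for no effect and no enzyme for full effect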
# PMI inhibition: MPI inhibition at elevated mannose 6-phosphate – biochemical, fluorescence intensity, high mannose 6-phosphate, primary screen (AID 1220). recombinant PMI enzyme, coupled fluorescence intensity; higher % means a stronger effect. inhibition, % at 20 µM; hits with a dose series show IC50 in µM. actives 0.66% (n = 190,000)
# KOR beta-arrestin-1: KOR antagonists, beta-arrestin recruitment, cell-based, luminescence, uHTS (AID 1778); KOR beta-arrestin recruitment, luminescence, antagonist mode; higher % means a stronger effect; inhibition, % at 10 µM; hits with a dose series show IC50 in µM; actives 0.091% (n = 290,000); further: strong numbers were not always called active
# KOR beta-arrestin-2: KOR agonists, beta-arrestin recruitment, primary screen, cell-based, luminescence, uHTS (AID 1777); KOR beta-arrestin recruitment, luminescence; higher % means a stronger effect; activation, % at 10 µM; hits with a dose series show EC50 in µM; actives 0.02% (n = 280,000); in the data active means activation above about 50%, passing the limit was not always enough; further: a part of the inactive calls stands beside numbers as strong as those of hits
# The depositor's hits bear a star; . = not tested or not shown; [ ] = another dose, or the depositor's remark. Unless noted, no stated cut-off is given here; in the data, active means inhibition above about 50%; inactive means the rest.
SMILES,XIAP displacement,TNAP activators,PMI inhibitors,HEK293 NOD2/NF-kB,NOD1 NF-kB reporter,LYP inhibition,PMI inhibition,KOR beta-arrestin-1,KOR beta-arrestin-2
CC(=O)Nc1cccc(C(=O)/C=C/c2ccco2)c1,-3.2%,1.1,23%,5%,19%,-2%,26%,-43%,4.3%
CCCCSc1nc2c(c(C(F)(F)F)c1C#N)CCC2,-9.2%,1.1,-4%,-1%,-26%,2%,-8%,7%,-10%
Cc1cccc(NC(=O)c2ccc(NCC3CCCO3)c([N+](=O)[O-])c2)c1 (stereo not given),0.5%,1,2%,-11%,-16%,-1%,3%,24%,1.3%
CCN1C(=O)/C(=C2/C=Cc3ccccc3N2C)OC1=S,-9.0%,0.8,0%,-66%,-57%,-3%,-6%,2%,0.4%
CC(=O)C1=C(C)N(Cc2ccccc2)C(=O)N[C@H]1CCc1ccccc1,-3.7%,0.9,-5%,6%,-10%,6%,-6%,-1%,3.4%
CN(C)/C=C1\C(=O)Nc2ccccc21,-1.3%,1.1,9%,8%,-6%,-2%,6%,-3%,0.5%
COc1ccc(OCCOCC(O)CN2CCOCC2)cc1 (stereo not given),-1.8%,1.1,12%,-2%,4%,-10%,6%,0%,-10%
CCCc1nc([N+](=O)[O-])c(S(=O)(=O)c2ccccc2)n1CC(C)C,-4.0%,1.1,-2%,-14%,26%,-3%,1%,-23%,-0.5%
COc1ccccc1NS(=O)(=O)/C=C/c1ccccc1,-4.0%,1.1,5%,21%,-3%,-12%,-5%,11%,11%
N#CC1CN(C(c2ccccc2)c2ccccc2)C1,-9.0%,1.1,-17%,-10%,-31%,-1%,2%,-37%,-0.1%
CSc1nc(N(C)C)nc(N(C#N)CCOC(C)=O)n1,-7.0%,1,-22%,4%,0%,-5%,-14%,16%,-2.7%
CCN(CC)c1nc(N2CCN(C)CC2)nc2ccccc12,.,.,.,6%,9%,-8%,.,-49%[20 µM],9.1%

# Random excerpt: 2 records from the list.
SMILES,XIAP displacement,TNAP activators,PMI inhibitors,HEK293 NOD2/NF-kB,NOD1 NF-kB reporter,LYP inhibition,PMI inhibition,KOR beta-arrestin-1,KOR beta-arrestin-2
COc1ccccc1NS(=O)(=O)/C=C/c1ccccc1,-4.0%,1.1,5%,21%,-3%,-12%,-5%,11%,11%
CCCCSc1nc2c(c(C(F)(F)F)c1C#N)CCC2,-9.2%,1.1,-4%,-1%,-26%,2%,-8%,7%,-10%

# Next section
SMILES,XIAP displacement,TNAP activators,PMI inhibitors,HEK293 NOD2/NF-kB,NOD1 NF-kB reporter,LYP inhibition,PMI inhibition,KOR beta-arrestin-1,KOR beta-arrestin-2
C(=C\c1ccncc1)/c1ccccc1,.,.,.,-7%,-7%,-2%,.,18%,-5.5%
CCOc1ccc(S(=O)(=O)n2nc(C)cc2C)cc1,.,.,.,-17%,-6%,-9%,.,24%,-0.1%
COc1cccc(CN2C(=NC(=O)C3CC3)SC3CS(=O)(=O)CC32)c1 (stereo not given),.,.,.,-1%,-8%,-8%,.,-20%,0.7%
Cc1oc(-c2cccc(C(F)(F)F)c2)nc1CN1CCN(c2ccccn2)CC1,0.3%,1,15%,20%,-6%,-4%,16%,-13%,-1.4%
CCOC(=O)C(=O)Nc1ccc(S(=O)(=O)N2CCOCC2)cc1OC,0.0%,1.2,0%,13%,-14%,-7%,-6%,24%,-8.8%
CCC(C)NC(=O)CN1C(=O)CSc2ccc(S(=O)(=O)N3CCCC3)cc21 (stereo not given),.,.,.,-4%,-2%,-10%,.,-15%,2.2%
Cc1ccc2c(cnn2C(=O)CCC(=O)N2CCCCC2C)c1 (stereo not given),.,.,.,0%,-11%,-8%,.,-28%[20 µM],-1.8%
Cn1c(SCC(=O)Nc2ccc(N3CCOCC3)cc2)nnc1-c1ccccc1,-3.7%,1,8%,7%,-23%,-15%,5%,3%,-1.9%
Cn1cc(C(=O)N/N=C/c2cccc(O)c2)ccc1=O,-5.8%,1.1,1%,17%,-25%,0%,6%,20%,-4.2%
Cc1ccc(-c2nnc(NC(=O)Cc3ccc(F)cc3)o2)c(C)c1,.,.,.,36%,12%,-13%,.,-2%,-3.7%
COc1ccc(CN(C)C2CCCCC2)cc1,-6.2%,1,-18%,-30%,-11%,-10%,-20%,-54%,6.7%
O=C(Nc1ccccc1C(=O)Nc1ccc2c(c1)OCO2)c1ccco1,-0.1%,1.1,15%,-18%,2%,-6%,12%,-20%,-0.7%

# Quoted from the listing:
# For PMI inhibitors, CC(=O)C1=C(C)N(Cc2ccccc2)C(=O)N[C@H]1CCc1ccccc1 is entered as -5%
# For LYP inhibition, CCC(C)NC(=O)CN1C(=O)CSc2ccc(S(=O)(=O)N3CCCC3)cc21 (stereo not given) is entered as -10%
# For XIAP displacement, CCOC(=O)C(=O)Nc1ccc(S(=O)(=O)N2CCOCC2)cc1OC is entered as 0.0%

# Carrying on:
SMILES,XIAP displacement,TNAP activators,PMI inhibitors,HEK293 NOD2/NF-kB,NOD1 NF-kB reporter,LYP inhibition,PMI inhibition,KOR beta-arrestin-1,KOR beta-arrestin-2
COC(=O)c1sc2cc(=O)n(-c3cccc(C(F)(F)F)c3)nc2c1O,-2.0%,1.1,-6%,9%,-7%,-1%,-2%,11%,-6.7%
N=c1n(CCN2CCCC2)c2ccccc2n1CC(O)c1ccc(Cl)c(Cl)c1 (stereo not given),-7.0%,1,1%,-3%,-17%,-10%,-3%,.,.
CSc1ccccc1C(=O)NCC(c1ccco1)N(C)C (stereo not given),.,.,.,-15%,3%,-10%,.,12%,-3.5%
CCCCCCSC1=C(C#N)C(c2ccc(C)o2)CC(=O)N1 (stereo not given),-0.7%,1,2%,18%,-3%,-4%,-10%,-23%,-5.1%
COc1ccccc1N1CCN(C(=O)CSc2ncnc3c2cnn3-c2ccc(C)c(C)c2)CC1,.,.,.,-44%,-7%,2%,.,-6%,9.5%
Cc1ccc(S(=O)(=O)N(C)C)cc1NC(=O)COc1ccc(-c2nnco2)cc1,.,.,.,8%,-2%,-1%,.,16%,2.2%
COc1ccccc1NC1=C(NC(C)=O)C(=O)c2ccccc2C1=O,-1.5%,0.9,19%,23%,-5%,-3%,60%*,10%,-1.9%
O=[N+]([O-])c1cc(CN2CCCCCC2)ccc1O,.,.,.,-1%,-16%,-10%,.,-11%[20 µM],-0.9%
COC(=O)CN1C(=S)N(c2ccccc2)C(=O)C1CC(=O)Nc1ccc(Cl)cc1 (stereo not given),-1.7%,1,17%,-8%,-34%,0%,18%,-26%,-2.2%
CC(=O)N1C(=O)N(C)C2C1N(C(C)=O)C(=O)N2C (stereo not given),-1.4%,1.1,1%,8%,-18%,-9%,1%,-1%,-7.3%
O=C(COC(=O)c1ccccn1)Nc1cc(Cl)ccc1Cl,-4.6%,1.2,1%,17%,-7%,-4%,-7%,34%,-6.3%
CCCCCCCC#Cc1ccccc1/C=N/S(=O)c1ccc(C)cc1 (stereo not given),-5.2%,1.1,-2%,-7%,-25%,3%,-39%,2%,-0.5%
CCc1nnc(NC(=O)c2ccc(OC)cc2OC)s1,0.3%,1.1,1%,-36%,-34%,-2%,2%,13%,1.9%
O=C(NCc1cccs1)C1CCN(C(=O)NCc2ccccc2)CC1,-3.7%,1.1,1%,0%,-25%,-3%,2%,3%,-1.0%
Cc1cc(C)nc(SCCS(=O)(=O)Cc2ccccc2)n1,-0.4%,1.1,6%,9%,-11%,-4%,0%,15%,-2.5%
CCOc1ccc(NC(=O)C2CCN(S(=O)(=O)c3cccs3)CC2)cc1,.,.,.,-3%,-2%,-9%,.,-32%,0.4%
CCOC(=O)Cn1nc(C)n(-c2ccccc2)c1=O,-0.9%,1.1,-5%,2%,7%,-3%,-11%,-20%,2.5%
CC(=O)NC1=C(Nc2ccc(N(C)C)cc2)C(=O)c2ccccc2C1=O,.,.,.,-23%,-33%,-6%,.,15%,-3.7%
Nc1nc(NCC2CCCO2)nc(Nc2ccc(Cl)cc2)c1[N+](=O)[O-] (stereo not given),.,.,.,24%,-2%,-1%,.,-4%,6.1%
O=C(COc1ccc(-c2nnco2)cc1)NC1CCCc2ccccc21 (stereo not given),-3.6%,1.1,-13%,16%,5%,-11%,-10%,-3%,-2.4%
COc1cccc(NC(=O)Cn2nnc(C(=O)NCc3ccc4c(c3)OCO4)c2N)c1,.,.,.,-5%,-8%,-9%,.,7%,5.7%
Brc1ccc(Nc2nc(-c3cccnc3)cs2)cc1,-8.4%,1.1,-15%,-54%,-50%,5%,-15%,0%,0.8%
O=C(NC1CC2CCC(C1)N2C(=O)NC1CCCCC1)NC12CC3CC(CC(C3)C1)C2 (stereo not given),-2.5%,1.2,-20%,7%,2%,-2%,0%,13%,-4.6%
O=C(COc1ccccc1Cl)Nc1ccc(CN2CCCCC2)cc1,-3.2%,1.1,2%,10%,-6%,-10%,0%,-23%[20 µM],-5.0%
COc1ccc(CNC(=O)c2sc(=S)n(-c3ccc(OC)cc3)c2N)cc1,-25%,1.1,2%,-12%,-19%,10%,-2%,20%,-2.8%
Nc1c(C(=O)NCc2ccccc2)c2nc3ccccc3nc2n1CCCN1CCOCC1,1.0%,1.1,21%,1%,-21%,-10%,49%,-4%,-3.5%
Cc1ccc(/C=N/NS(=O)(=O)c2ccc([N+](=O)[O-])cc2)o1,-0.2%,1.1,-28%,18%,-10%,-3%,-22%,10%,4.6%
CCc1nnc(NC(=O)CN2C(=O)/C(=C/c3cc(OC)c(OC)c(OC)c3)SC2=S)s1,1.0%,1,11%,16%,31%,4%,9%,13%,-5.1%
CCOC(=O)CSc1nc2ccccc2c(=O)n1C,-1.0%,1.1,2%,13%,-20%,-2%,-4%,31%,-3.5%
COc1ccc(C2CC(c3ccccc3)=NN2C(=O)CSc2nccc(=O)[nH]2)cc1 (stereo not given),-3.6%,1,17%,-16%,-60%,6%,5%,8%,-1.4%
Cn1c(=O)[nH]c(=O)c2c1nc(SCCN1CCOCC1)n2CCCc1ccccc1,-1.8%,1.1,-2%,9%,0%,1%,2%,-16%,5.8%
O=C(CSc1nc2ccccc2c(=O)n1-c1ccccc1)N1CCC1,-3.7%,1,-15%,-11%,10%,-6%,-1%,5%,-3.9%
CCOc1ccccc1N1CCN(C(=O)NCc2ccc(C)cc2)CC1,.,.,.,-16%,-5%,1%,.,-12%,6.2%

# Some of the entries so far, bar-delimited:
SMILES | XIAP displacement | TNAP activators | PMI inhibitors | HEK293 NOD2/NF-kB | NOD1 NF-kB reporter | LYP inhibition | PMI inhibition | KOR beta-arrestin-1 | KOR beta-arrestin-2
Nc1c(C(=O)NCc2ccccc2)c2nc3ccccc3nc2n1CCCN1CCOCC1 | 1.0% | 1.1 | 21% | 1% | -21% | -10% | 49% | -4% | -3.5%
Cc1ccc(/C=N/NS(=O)(=O)c2ccc([N+](=O)[O-])cc2)o1 | -0.2% | 1.1 | -28% | 18% | -10% | -3% | -22% | 10% | 4.6%
CCc1nnc(NC(=O)CN2C(=O)/C(=C/c3cc(OC)c(OC)c(OC)c3)SC2=S)s1 | 1.0% | 1 | 11% | 16% | 31% | 4% | 9% | 13% | -5.1%
CCOC(=O)CSc1nc2ccccc2c(=O)n1C | -1.0% | 1.1 | 2% | 13% | -20% | -2% | -4% | 31% | -3.5%
COc1ccc(C2CC(c3ccccc3)=NN2C(=O)CSc2nccc(=O)[nH]2)cc1 (stereo not given) | -3.6% | 1 | 17% | -16% | -60% | 6% | 5% | 8% | -1.4%
Cn1c(=O)[nH]c(=O)c2c1nc(SCCN1CCOCC1)n2CCCc1ccccc1 | -1.8% | 1.1 | -2% | 9% | 0% | 1% | 2% | -16% | 5.8%
O=C(CSc1nc2ccccc2c(=O)n1-c1ccccc1)N1CCC1 | -3.7% | 1 | -15% | -11% | 10% | -6% | -1% | 5% | -3.9%

# Source: PubChem

# The list is partial; the hit share may differ from the screen's.
